Compound activity deposited in PubChem by several laboratories.
p97 ATPase inh – blocks human p97 ATPase activity; recombinant p97 ATPase, Kinase-Glo ATP luminescence, 3 h; AID 1481; inhibition, % at 8 µM; P55072; 220,000 tested, 0.42% active; in the data active means inhibition above about 15%;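 further: 0% = DMSO vehicle and 100% = wells lacking enzyme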
PPC-1+TRAIL kill – PPC-1 cancer cell killing with TRAIL present | PPC-1 cells + TRAIL, ATPLite viability luminescence | cell killing (% activity), % at 4 µM | 220,000 tested, 0.41% active | AID 1443;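 active means cell killing above 50% in the first pass at 4 µM, then a duplicate retest at 5 µM averaging 50% or more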;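 further: plate controls were cells with TRAIL plus DMSO for no effect and medium-only wells lacking cells for full effect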
TbHK1 inh – blocks Trypanosoma brucei hexokinase 1 activity. recombinant TbHK1, G6PDH-coupled NADH A340. inhibition, % at 10 µM. 220,000 tested, 0.11% active;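 active means inhibition of 50% or more in the single-dose primary screen; inactive means inhibition below 50%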
p47phox inh – blocks human p47phox regulatory protein of NADPH oxidases; P14598; p47phox/p22phox peptide binding, fluorescence polarization, 2 h; inhibition, % at 24.7 µM; 220,000 tested, 0.53% active; AID 1274;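 active means inhibition above about 30%, limit read from the data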;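 further: 0% = p47phox with labelled peptide and 100% = labelled peptide alone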
Target sequence (P14598 whole entry, looked up): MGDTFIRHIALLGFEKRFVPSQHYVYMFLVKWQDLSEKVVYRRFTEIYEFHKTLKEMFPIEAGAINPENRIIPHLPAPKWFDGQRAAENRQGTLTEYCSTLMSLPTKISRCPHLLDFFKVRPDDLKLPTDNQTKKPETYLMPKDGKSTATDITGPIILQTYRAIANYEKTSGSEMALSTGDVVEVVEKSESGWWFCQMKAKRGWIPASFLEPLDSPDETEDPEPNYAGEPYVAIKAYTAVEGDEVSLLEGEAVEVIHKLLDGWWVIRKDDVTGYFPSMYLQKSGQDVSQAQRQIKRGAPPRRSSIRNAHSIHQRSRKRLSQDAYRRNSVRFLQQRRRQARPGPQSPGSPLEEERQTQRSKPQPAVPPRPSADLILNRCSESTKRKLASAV
BaF3 tox – reduces parental Ba/F3 cell viability, JAK2V617F counter-screen; CellTiter-Glo ATP luminescence; inhibition, % at 5.6 µM; 220,000 tested, 1.1% active; AID 1486;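 active means inhibition above a per-campaign cutoff, the mean inhibition of all tested compounds plus 3 SD, cut at about 27% in these data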;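 further: 0% = DMSO wells and 100% = JAK Inhibitor I control wells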
Furin inh – inhibitors of human furin. P09958. purified furin, fluorogenic substrate cleavage. inhibition, % at 30 µM. 220,000 tested, 0.061% active. AID 463115; in the data active means inhibition above about 25%; further: inactives centre near -15
Ba/F3 V617F tox – reduce viability of Ba/F3 cells dependent on JAK2V617F; inhibition, % at 5.6 µM; Ba/F3 EpoR-JAK2V617F viability, ATP luminescence; 220,000 tested, 1.1% active; AID 1446;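 active means inhibition above the campaign mean plus 3 SD over all tested compounds, cut at about 24% in these data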;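 further: cytokine-independent growth of Ba/F3 cells driven by EpoR plus mutant JAK2; 0% = DMSO-treated cells and 100% = JAK inhibitor I control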
RBBP9 inh – inhibitors of human serine hydrolase RBBP9; O75884; recombinant RBBP9, FP-Rh probe fluorescence polarization; inhibition, % at 7.94 µM; 220,000 tested, 0.2% active;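 active means inhibition above the campaign mean of all tested compounds plus 3 SD, cut at about 14% in these data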;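 further: plate controls were DMSO wells with RBBP9 for no effect and wells lacking RBBP9 protein for full effect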
Target sequence (O75884 whole entry, looked up): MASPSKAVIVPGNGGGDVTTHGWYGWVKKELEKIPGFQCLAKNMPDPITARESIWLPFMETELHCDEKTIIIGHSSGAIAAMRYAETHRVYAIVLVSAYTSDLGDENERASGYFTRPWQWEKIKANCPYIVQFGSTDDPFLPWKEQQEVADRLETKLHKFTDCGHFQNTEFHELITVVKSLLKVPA
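System: RBBP9 protein / Quantity: 2.5 µM RBBP9 dispensing solution, before mixing / Also added: Serine-hydrolase probe FP-Rh, 375 nM pre-mixing / Dosing: 7.94 µM single dose, 0.794% DMSO / Timing: enzyme-compound preincubation 30 min, then probe labeling 45 min, 25 °C / Signal: FP readout at 525/598 nm / Controls: DMSO-treated enzyme wells and wells lacking RBBP9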
EP2 antag – inhibitors of human EP2 prostaglandin E2 receptor. P43116. C6 glioma cells expressing human EP2, cAMP TR-FRET; cells stimulated with saturating PGE2. inhibition, % at 25 µM. 260,000 tested, 0.52% active;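 active means percent inhibition above 40 after rounding to a whole number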;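 further: rat C6 glioma host cells with rolipram phosphodiesterase inhibitor present; the protocol text gives 20 µM as final concentration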
Target sequence (P43116 whole entry, looked up): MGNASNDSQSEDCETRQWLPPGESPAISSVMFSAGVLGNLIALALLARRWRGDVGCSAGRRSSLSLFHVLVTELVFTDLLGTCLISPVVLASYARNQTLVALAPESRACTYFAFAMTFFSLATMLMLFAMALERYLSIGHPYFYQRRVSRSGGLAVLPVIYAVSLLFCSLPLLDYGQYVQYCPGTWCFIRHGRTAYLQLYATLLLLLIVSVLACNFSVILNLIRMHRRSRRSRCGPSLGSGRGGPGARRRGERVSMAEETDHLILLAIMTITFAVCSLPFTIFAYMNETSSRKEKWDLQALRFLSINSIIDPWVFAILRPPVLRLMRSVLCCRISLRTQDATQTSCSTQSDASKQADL
An asterisk follows results filed as active; . = not tested or not shown; [ ] = another dose, or the depositor's remark. This is a subset; the hit share may differ from the screen's.

structure,p47phox inh,EP2 antag,BaF3 tox,TbHK1 inh,Furin inh,Ba/F3 V617F tox,PPC-1+TRAIL kill,p97 ATPase inh,RBBP9 inh
NC(=O)c1nsc(C(=O)N(CC(=O)NC2CCCC2)Cc2ccc3c(c2)OCO3)c1N,5.3,7.0,6.7,-2.8,-10.2,2.7,-6.4,2.6,4.4
C/C(=N/NC(=O)CN1CCN(Cc2ccccc2Cl)CC1)c1ccncc1,0.3,2.7,3.2,-3.6,-15.5,1.3,10.4,-3.7,-5.8
CCOC(=O)c1cc(C(=O)NCc2ccc(Cl)cc2Cl)nn1C,-3.2,10.7,6.0,0.2,-2.7,3.6,-2.3,-7.6,-4.0
COc1ccc(NC(=S)Nc2ccc3cn[nH]c3c2)cc1,-10.5,7.3,6.3,0.3,-31.7,-1.0,-1.4,5.0,-8.0
O=C(CSc1nnc(-c2ccccc2)n1Cc1ccco1)NCc1ccc2c(c1)OCO2,-7.2,15.9,3.9,-4.7,-6.5[20 µM],1.2,17.5,-2.2,-0.6
Cc1csc(SCC(=O)Nc2ccc3c(c2)OCCO3)n1,2.9,8.5,2.0,5.4,-4.9,4.0,9.2,-3.3,-8.0
CC1=NN(c2ccccc2)C(=O)C1N=Nc1ccc(C)cc1 (stereo unspecified),-9.0,6.9,4.6,-4.6,-13.7,-1.5,-4.5,3.2,-0.2
O=C(Nc1ccc2c(c1)Cc1ccccc1-2)c1cccnc1,-2.7,1.7,2.7,-1.6,-22.2,-2.7,-0.2,7.6,-2.1
Cc1ccc(N(CC(=O)N2CCOCC2)S(C)(=O)=O)cc1,3.8,0.2,7.7,-2.1,-25.0,-0.1,33.2,4.5,2.2
COC(=O)c1ccccc1NC(=O)NCCc1ccc(OC)c(OC)c1,-7.8,10.5,-0.6,1.5,-9.3,-4.2,2.2,3.1,-4.5
CCN(CC(=O)Nc1ccc2c(c1)OCCO2)C(=O)CC1CCCC1,-1.6,8.2,1.4,-12.7,-13.4[20 µM],-4.6,4.7,1.1,0.2
Cc1ccc(-c2cc(=O)c3ccccc3[nH]2)cc1,2.0,23.6,8.3,-2.7,-2.0,2.0,22.5,-1.6,-8.2
CCOc1ccc(NC(=O)Nc2cc(C)ccc2OC)cc1,-5.2,3.6,10.5,0.6,-22.4[20 µM],1.4,17.4,-8.2,-12.8
COC(=O)CCC(=O)OC1(C)C(=O)C2=CN(C3CCCC3)C(c3ccc(OC)cc3)=CC2=C(Br)C1=O (stereo unspecified),17.8,16.2,.,-24.8,-4.5,.,9.2,.,.
CC(=O)NCCc1ccc(S(=O)(=O)N2CCCC2)cc1,10.0,3.6,4.0,-2.3,-14.6,2.8,3.9,-2.2,-3.2
Cc1cc(C)c2c(=O)[nH]c(SCC(=O)c3ccc(C(C)C)cc3)nc2n1,-1.7,6.0,2.1,-22.8,-20.7[20 µM],-1.9,43.7,-0.9,9.6
COc1ccc(-c2csc(NC(=S)NC(=O)/C=C/c3ccco3)n2)cc1Br,-51.2,9.4,2.9,-45.0,-4.5,-1.4,2.4,3.2,-0.6
CCN(CC)c1ccc(/C=c2\sc3nnc(-c4ccccc4Cl)n3c2=O)cc1,-199.0,10.1,7.5,3.1,-15.8[20 µM],-0.1,6.1,0.5,3.9
CCCCOC(=O)CSCC(=O)N1N=C(c2cccs2)CC1c1ccc(F)cc1 (stereo unspecified),-11.4,50.0*,2.8,3.3,-9.2,-2.5,6.2,-3.0,-2.9
Cc1c(NC(=O)C2CCCN(S(=O)(=O)c3cnc[nH]3)C2)c(=O)n(-c2ccccc2)n1C (stereo unspecified),-12.8,.,4.3,-8.8,-39.8,-1.4,26.7,2.7,-4.5
Cc1ccc(NC(=O)CSc2nc(C)c(Cc3ccccc3)c(=O)[nH]2)cc1C,4.3,3.8,4.3,-8.3,-15.7,-1.6,1.5,-4.1,-4.1
COc1ccc(C([O-])=Nc2ccc[n+](-c3nc4ccccc4nc3NS(=O)(=O)c3ccccc3)c2)cc1,-27.1,10.2,-2.3,-23.4,-10.1,-3.9,-1.6,9.6,-5.9
CCCCC(=O)Nc1ccnc(-c2cccnc2)n1,-4.9,7.1,3.0,-0.3,-18.4[20 µM],-0.8,7.8,1.4,-7.2
CCC(NC(=O)NC1CCCCC1)c1ccccc1 (stereo unspecified),0.5,7.1,8.1,-3.0,-21.2,2.6,-1.7,-0.8,-1.7
Cc1ccsc1C(=O)C1CCCN(Cc2cc(F)ccc2-n2cccn2)C1 (stereo unspecified),-3.7,3.5,3.0,-2.6,-28.5,0.4,2.6,1.0,-0.1
C=CCn1c(Sc2nc(C)cs2)nc2c1c(=O)[nH]c(=O)n2C,5.2,.,-1.6,-0.9,-17.0,-3.4,21.5,0.6,-0.8
CCC(C)n1cnc2c(=O)oc3ccccc3c21 (stereo unspecified),-5.7,16.3,5.1,6.4,-5.0[20 µM],1.8,2.5,-0.9,-12.6
NC(=O)c1c(NC(=O)CCCC(=O)O)sc2c1CCCCCC2,-6.0,9.9,2.8,-7.0,-12.2,0.8,36.0,-4.0,-7.0
CNC(=O)CCn1nc(-c2ccc(Cl)cc2)c2ccccc2c1=O,-10.8,7.1,5.8,5.8,-34.6[20 µM],-1.0,-2.4,2.3,1.4
Cc1ccccc1C(=O)/C=C1\NC(=O)CS1,-14.7,6.5,2.8,-72.9,-5.5,-3.5,-0.6,7.1,-3.5
O=C(c1cc2ccccc2oc1=O)N(Cc1ccc(F)cc1)C1CCS(=O)(=O)C1 (stereo unspecified),-9.5,8.2,-0.8,-24.3,-12.2,-3.3,4.1,7.8,-8.3
Cc1nc(CCNC(=O)CC2C(=O)NCCN2Cc2ccccc2F)sc1C (stereo unspecified),-6.3,9.4,-2.9,-7.3,-16.1,-2.8,1.4,0.1,-7.1

Fetched by compound from above, 2 records:
structure,p47phox inh,EP2 antag,BaF3 tox,TbHK1 inh,Furin inh,Ba/F3 V617F tox,PPC-1+TRAIL kill,p97 ATPase inh,RBBP9 inh
Cc1ccccc1C(=O)/C=C1\NC(=O)CS1,-14.7,6.5,2.8,-72.9,-5.5,-3.5,-0.6,7.1,-3.5
O=C(c1cc2ccccc2oc1=O)N(Cc1ccc(F)cc1)C1CCS(=O)(=O)C1 (stereo unspecified),-9.5,8.2,-0.8,-24.3,-12.2,-3.3,4.1,7.8,-8.3

Continued.
structure,p47phox inh,EP2 antag,BaF3 tox,TbHK1 inh,Furin inh,Ba/F3 V617F tox,PPC-1+TRAIL kill,p97 ATPase inh,RBBP9 inh
O=C(NCc1ccc(Cl)cc1)C1CCN(S(=O)(=O)N2CCOCC2)CC1,9.5,5.5,4.5,-2.7,-41.7,0.4,5.8,0.9,-1.8
CCCC(=Nc1ccccc1)C1=C(O)C(C(=O)OC)C(C)(C)CC1=O (stereo unspecified),-9.2,19.2,2.9,3.3,-22.0,3.5,3.8,1.0,4.8
Cc1ccc(SCc2cc(=O)[nH]c(SCC(=O)Nc3cc(Cl)ccc3Cl)n2)cc1,-2.5,7.6,6.5,7.7,-12.7,5.3,34.1,-4.2,-8.3
COCCNC(=O)CCCC(=O)NCCOC,-2.0,3.9,5.6,-4.8,-14.0,2.1,22.7,-7.8,-7.7
C=CCSc1nc2ccccc2n1S(=O)(=O)c1ccc(Cl)cc1,15.1,11.2,-1.8,-2.5,-23.4[20 µM],-1.6,.,-0.8,-6.3
CSCCC(NC(=O)c1cccc([N+](=O)[O-])c1)C(=O)O (stereo unspecified),-19.0,8.2,5.7,24.8,-22.8,1.1,11.5,-0.4,-8.4
COc1cccc(C2=NOC(C(=O)NC(C)(C)C)C2)c1 (stereo unspecified),5.2,5.9,3.9,1.8,-26.1,-0.9,-10.0,1.3,0.4
COc1ccc(-c2ccc(-c3noc(-c4ccco4)n3)c(OC)n2)cc1,-48.4,7.9,6.1,-12.4,-13.8,-5.2,22.2,5.7,-5.6
Cc1ccc(/C=N/NC(=O)c2ccccn2)s1,8.2,1.2,0.1,-48.6,-6.9,-3.0,45.7,-6.1,-7.2
CCOC(=O)CSc1nc2ccccc2c(=O)n1CC1CCCC1,-4.9,8.1,1.9,8.9,-23.8[20 µM],-1.1,23.1,-5.3,-5.8
Cc1ccccc1C(=O)NNC(=O)CCc1ccccc1,1.3,7.0,3.4,-5.1,-17.7,-1.8,14.5,3.3,0.5
CC(C)(C)NC(=O)Cn1ccc(=N)c2ccccc21,1.8,10.5,3.5,-54.0,-7.9,-3.1,-3.2,3.8,-4.1
CCCc1cc(=O)oc2cc(OCc3cc(OC)c(OC)c(OC)c3)c(Cl)cc12,-8.1,18.9,5.6,-8.7,-2.7[20 µM],0.9,11.5,6.2,-5.4
O=C(CSc1ccccn1)Nc1ccc(Cl)c([N+](=O)[O-])c1,-4.9,5.7,-0.4,-2.5,-25.7,-1.3,19.5,6.3,-3.0
CCOC(=O)c1c(C)c(C(=O)Nc2ccccc2)c(C)n1CC,-12.3,.,-0.2,-0.4,-16.2,-0.1,-0.1,3.1,5.9
OCc1ncccc1O,0.1,-0.7,-0.2,-5.3,-8.0,-2.5,32.1,8.5,6.7
CSCCC(NC(=O)c1cccc(C)c1)C(=O)O (stereo unspecified),-8.0,8.4,5.2,-3.3,-23.6,1.6,5.9,2.4,-4.7
CCC(c1nnnn1Cc1ccc(F)cc1)N1CCN(C)CC1 (stereo unspecified),-12.0,10.8,0.0,-1.8,-37.0,-2.0,9.1,3.1,-3.1
O=S(=O)(c1ccc(OCC(O)CN2CCc3ccccc3C2)cc1)N1CCOCC1 (stereo unspecified),4.2,8.9,5.8,-4.2,-9.5[20 µM],1.9,8.5,1.9,0.8
Cc1cc(C(C)(C)C)ccc1NC(=O)CC(C)(C)CC(=O)O,-8.9,-1.2,1.7,-6.7,-20.7,-2.8,-1.0,4.0,0.3
N/C(Cc1ccc([N+](=O)[O-])cc1)=N\OC(=O)c1ccc(Br)cc1,19.6,2.5,2.0,1.9,-7.5,-3.0,-5.6,3.0,0.7
CCOc1ccccc1N1CCN(C(=O)CC(C)(C)C)CC1,-3.0,9.6,-0.4,2.3,-19.4,2.1,5.1,-1.9,-2.6
O=C(NC(=S)Nc1cccc(S(=O)(=O)NC2=NCCC2)c1)c1cc(-c2ccco2)nc2ccccc12,-30.8,12.6,-8.1,-25.8,-14.1,-0.2,-18.8,11.0,-0.1
